Screens as filed in PubChem.
PAX8 reporter: lowers PAX8-driven luciferase in RMG-I cells. RMG-I TPO-luciferase reporter, SteadyGlo, 24 h. inhibition, % at 12.6 µM. 1.2% of 360,000 active;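 active = mean replicate inhibition at least 60% with every replicate also reaching 60%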;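 note: luciferase light reporting Pax8 driven TPO promoter activity; plate controls were median of neutral control wells for no effect and mitoxantrone controls for full effect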
C2C12 statin: protects C2C12 myotubes from simvastatin toxicity; 0.78% of 330,000 active; ATP luminescence, 48 h; scaled: DMSO 0, geranylgeraniol control 100; AID 602340; rescue of ATP level, % at 7.49 µM;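 active = mean ATP rescue above about 67%, or every replicate alone reaching that limit, limit read from the data, passing the limit was not always enough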;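 note: myotubes were challenged with 10 µM simvastatin during compound exposure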
ARNT TACC3 PPI: ARNT/TACC3 interaction disruption; Q9Y6A5; AlphaScreen His-ARNT PAS-B/GST-TACC3 binding, luminescence; TACC3 fragment carries E629A point mutation; inhibition, % at 9.99 µM; 0.66% of 390,000 active;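 active = mean inhibition of replicates at least 50% and at least half of replicates each reaching 50%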;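 note: 0% = complete ARNT plus TACC3 wells and 100% = ARNT alone without TACC3; many hits fall short of the cut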
Cneo AK release: causes C. neoformans cell lysis; adenylate kinase release luminescence, 4 h; normalised: neutral wells 0, clomiphene wells 100; lysis activity, % at 15 µM; 0.2% of 360,000 active; AID 651654;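 active = mean lysis activity across replicates of at least 80%, whatever share of replicates individually reach that level; inactive = mean lysis activity below 80%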
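Material: C. neoformans cells; Schedule: 4 h static compound exposure, 37 °C, read 1 h post-reagent; Measured by: adenylate kinase release luminescence; Read-out: signal increase indicating cell lysis; Controls: Clomiphene as positive lysis control.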
PGC1a acetyl inh: PGC1a acetylation modulation, inhibitor mode; inhibition, % at 15.6 µM; AID 651687; 0.17% of 350,000 active; U2OS PGC1a acetylation, AlphaScreen anti-acetyl-lysine; with virally co-expressed GCN5 acetyltransferase;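 active = every replicate shows inhibition of at least 40%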;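 note: 0% = neutral control wells and 100% = positive control wells; some results beyond the cut were filed as inactive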
LGR2 inh: blocks bursicon-induced cAMP signaling via Drosophila LGR2; AID 720647; 0.35% of 380,000 active; HEK293 LGR2, CRE-luciferase, bursicon-stimulated, 4 h; inhibition, % at 9.99 µM;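 active = drop in luminescence signal, shown as inhibition above about 50% in the replicate tests, limit read from the data, passing the limit was not always enough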;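 note: agonist challenge used bursicon conditioned medium at about half maximal strength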
GSIS activator: primary screen for activators of insulin secretion dependent on glucose, INS-1E cells, GLuc reporter luminescence; 0.61% of 370,000 active; activation, % at 16.6 µM; INS-1E GLuc reporter insulin secretion, 2-3 h;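 active = lowest replicate activation of at least 40%, so every replicate reaches that level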;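 note: 0% = median of neutral control wells and 100% = median of IBMX positive control wells; some compounds called inactive have numbers as strong as hits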
PglD inh: inhibitors of Campylobacter jejuni PglD acetyltransferase; inhibition, % at 12.5 µM; 0.098% of 360,000 active; purified PglD enzyme, DTNB colorimetric CoA detection; in the data active = inhibition above about 16%, passing the limit was not always enough; note: strong numbers were not always called active
Active calls of the source: *; . = not tested or not shown; & = joins results of further samples.

Values in the order: PAX8 reporter	C2C12 statin	ARNT TACC3 PPI	Cneo AK release	PGC1a acetyl inh	LGR2 inh	GSIS activator	PglD inh
C[C@H]1CCCCO[C@H](CN(C)C(=O)CCC(F)(F)F)[C@@H](C)CN([C@@H](C)CO)C(=O)c2cc(NC(=O)Nc3ccccc3)ccc2O1
→ 12	.	-7	2	-4	46	-10	1
CCCN(C)C[C@H]1OCCCC[C@@H](C)Oc2ccc(NC(=O)CCC(F)(F)F)cc2C(=O)N([C@@H](C)CO)C[C@H]1C
→ 1	-17	31	-1	-3	-4	4	-1
O=C(NNC(=O)c1ccc(-n2cncn2)c([N+](=O)[O-])c1)c1ccc(Cl)cc1
→ 9	-4	-13	0	.	-3	4	-2
CC(C)Oc1ccc(OCCNC2CCCC2)cc1
→ .	13	-2	2	17	.	.	-5
CCOC(=O)c1sc(NC(=O)CCN2CCCCCC2)c(C(=O)OCC)c1C
→ -33	0	.	4	8	-17	-19	-6
COc1ccc(CCNc2nc(-c3ccc(O)cc3)cs2)cc1OC
→ 31	-7	3	0	-17	-4	50	17
COc1cc(C(=O)NCC2CCCO2)ccc1OCc1ccccc1Cl (stereo not drawn)
→ -15	.	22	5	2	-4	-17	-2
CC1CCN(S(=O)(=O)c2ccc3c(c2)N(C)C(=O)CC(=O)N3C)CC1
→ 3	1	.	3	6	-8	-9	3
Cc1ccc(S(=O)(=O)N(C)C[C@H]2Oc3c(NC(=O)c4cnccn4)cccc3C(=O)N([C@H](C)CO)C[C@@H]2C)cc1
→ 8	-12	0	-3	11	-9	4	-2
C[C@@H]1CN([C@H](C)CO)C(=O)c2c(c3ccccc3n2C)-c2ccccc2CO[C@H]1CN(C)C(=O)C1CC1
→ 6	18	2	50	-27	-2	2	1
CC[C@]12c3[nH]c4ccccc4c3CCN1C(=O)C(CC(=O)NCCc1ccccn1)C[C@@H]2C(=O)N1CCN(C(=O)C2CC2)CC1 (stereo partly drawn)
→ -4	7	-1	2	-5	0	-3	3
C[C@@H]1CN([C@@H](C)CO)C(=O)c2cccc(NC(=O)c3cnccn3)c2O[C@@H]1CN(C)S(=O)(=O)c1ccc(F)cc1
→ .	-19	.	.	1	8	-4	.
O=C1N=c2ccccc2=C1c1sc(=S)n(NC(=O)c2cccc(O)c2)c1O
→ 19	.	4	.	.	18	2	.
NC(=O)Cn1c(=O)n(CC(=O)N2CCCCC2)c(=O)c2sccc21
→ 5	-6	-1	6	12	11	24	-1
O=C(COc1ccc2c3c(c(=O)oc2c1)CCCC3)NCCCn1ccnc1
→ -4	11	8	4	-10	-16	18	-2
Cc1cc(C)n(-c2nc3ccccc3nc2Nc2ccc(CC(=O)O)cc2)n1
→ 19	2	-10	1	-1	-4	.	3
CN1CCc2cc3c(c4c2[C@H]1[C@H](O)c1ccccc1-4)OCO3
→ -4	9	34	0	.	5	.	-4
COc1ccc2cc(C(=O)C3CCCN(C(=O)/C=C/c4ccccn4)C3)ccc2c1 (stereo not drawn)
→ -8	-2	7	4	14	-16	-23	2
CCc1cc(=O)oc2cc(OC(C)C(=O)NCCCn3ccnc3)ccc12 (stereo not drawn)
→ 5	13	-1	2	6	18	36	-2
CCc1nc(C)cn1S(=O)(=O)c1ccc2c(c1)OCCO2
→ 16	-3	3	-3	-3	2	2	0
CC(C)(C)NC(=O)COC(=O)CCC(=O)c1ccc(F)cc1
→ -20	.	-3	.	5	10	10	.
CCN1CCN(CCn2c(=S)[nH]c3ccccc3c2=O)CC1
→ 15	11	2	-1	-1	.	.	-4
C[C@H](NC(=O)c1nc[nH]c1C(=O)N[C@@H](CCCCNC(=O)OC(C)(C)C)C(=O)OC(C)(C)C)c1ccccc1
→ 22	14	2	1	.	11	-27	1
O=C(NC1CCCCC1)N1CC(=O)N2[C@H](CO)[C@H](c3ccc(-c4cccnc4)cc3)[C@H]2C1
→ -26	.	.	.	-4	0	-3	.
O=C(Nc1ccc2snnc2c1)N1CCN(c2ccccc2)CC1
→ -28	-1	3	1	11	.	20	5
O=C(C1CCCC1)N1C[C@@H]2[C@H](c3ccccc31)[C@H](CO)N2C(=O)Nc1cccc(F)c1
→ -8	-4	-2	0	-16	-25	-25	2
CC1CCc2ccc(F)cc2N1S(=O)(=O)c1cccs1 (stereo not drawn)
→ .	-13	-6	-2	-9	-3	-13	3
O=C(NCc1ccccc1)c1ccccc1-c1nc2ccccc2[nH]1
→ -1	8	-5	0	.	.	.	0
Cc1cc(C(=O)Nc2cccc3c2O[C@H](CN(C)S(=O)(=O)c2ccccc2)[C@H](C)CN([C@H](C)CO)C3=O)n(C)n1
→ -16	-6	-27	90*	9	-4	-1	4
COc1ccc(C2=CC(=O)C[C@H](c3ccc(Cl)cc3)C2)cn1
→ -13	-3	-4	1	.	2	-40	8
O=C(COC(=O)c1cnc(Cl)c(Cl)c1)NCCC1=CCCCC1
→ 15	.	-5	.	.	-9	6	.
CC1CCC/C(=C\Nc2ccc(O)cc2)C1=O (stereo not drawn)
→ .	5	21*	0	9	.	.	-2
Cc1sc2nc(COC(=O)c3ccc(Cl)c(N)c3)[nH]c(=O)c2c1C
→ 3	-6	1	0	-11	2	7	0
COc1ccc(NC(=O)COc2ccc(CNCCCN3CCOCC3)cc2OC)cc1
→ .	3	-15	18	.	0	24	6
C[C@@H]1CN([C@H](C)CO)C(=O)c2cc(NC(=O)Cc3ccccc3)ccc2O[C@H]1CN(C)C(=O)Nc1ccc(F)cc1
→ -8	2	-1	56	5	8	5	3
C[C@H]1CN([C@@H](C)CO)C(=O)c2cccc(NC(=O)Nc3ccc4c(c3)OCO4)c2O[C@H]1CN(C)S(=O)(=O)c1cn(C)cn1
→ .	-18	3	38	-1	-9	7	0
S=c1[nH]nc(COc2ccc(Cl)cc2)n1C1CCCCC1
→ .	1	-23	69	0	27	6	0
O=C(C[C@@H]1C=C[C@@H](NC(=O)Cc2cccnc2)[C@H](CO)O1)NCc1ccc2c(c1)OCO2
→ -4	-6	-12	-1	5	-3	7	-1
COCCCNC(=O)CCc1nnc2ccc(N3CCC(C)CC3)nn12
→ 10	3	-3	0	-2	-14	15	7
NNC(=O)c1ccc(Cn2cc(Cl)cn2)cc1
→ .	-1	-5	0	-8	-6	3	0
CN(C)C(=O)C[C@H]1C=C[C@@H](NC(=O)Nc2cccc(F)c2)[C@@H](CO)O1
→ -13	4	-10	-6	-12	20	5	0
O=C(NN1S(=O)(=O)c2ccccc2S1(=O)=O)c1ccc(Br)cc1
→ 9	.	1	.	-6	-13	13	.
COCc1cc(C)nc(SCC(=O)Nc2cccc3cccnc23)c1C#N
→ 2	-6	-7	-1	-15	.	.	0
COc1ccc(C(=S)N2CCOCC2)cc1OC(=O)c1ccc([N+](=O)[O-])cc1
→ 5	0	4	4	.	-12	0	7
COc1ccc(/C=N/NC(=S)N[C@H]2CC3CCC2C3)cc1 (stereo partly drawn)
→ -4	.	-28	9	0	8	7	-2
CCn1c(SCC(=O)N/N=C/C(C)=C\c2ccco2)nnc1-c1ccccc1
→ 13	.	28	-5	.	-4	-9	-1
CC(Sc1ccc(Cl)cc1)C(=O)NCc1ccc2c(c1)OCO2 (stereo not drawn)
→ .	14	-5	-2	0	.	.	4
CCCSCCCNC(=O)Cn1c(=O)c2cccn2c2ccccc21
→ -4	4	1	-1	7	7	1	-7
FC(F)(F)c1ccc2c(c1)N1CCCC1CN2 (stereo not drawn)
→ 36	7	9	-1	9	11	-5	.
C[C@H](O)C#Cc1ccc([C@H]2[C@H](CO)N3CCCCN(CC4CC4)C[C@@H]23)cc1
→ 19	8	1	-3	-5	14	51	0
COc1cc(NC(=O)CSc2nc(C)cc(C)n2)cc(OC)c1OC
→ -1	-6	-6	-1	-11	0	8	1
O=C1C=C(NC2CCCCC2)CCC1
→ -2	10	-2	-4	.	-7	-9	-4
C[C@@H]1CCCCO[C@H](CN(C)Cc2ccccc2)[C@@H](C)CN([C@H](C)CO)C(=O)c2cc(NS(=O)(=O)c3ccccc3)ccc2O1
→ -23	.	-6	-4	-14	-3	10	4
CN1C[C@H](C(=O)NC2(C)OC3(O)[C@@H]4CCCN4C(=O)[C@H](Cc4ccccc4)N3C2=O)CC2c3cccc4[nH]cc(c34)C[C@H]21 (stereo partly drawn)
→ -12	-15	5	-1	7	-10	-13	2
Fc1ccc(Cn2nnc(-c3ccc(CN4CCOCC4)cc3)n2)cc1
→ -11	-3	-3	-4	-10	.	.	2
c1ccc2c(c1)OCCOCCOc1ccccc1OCCOCCO2
→ 0	.	0	.	.	7	10	.
COc1ccc(S(=O)(=O)Nc2ccc3c(c2)C(=O)N([C@H](C)CO)C[C@@H](C)[C@@H](CN(C)S(C)(=O)=O)OCCCC[C@@H](C)O3)cc1
→ -14	.	-8	-2	6	14	3	2
BrC(=C\c1ccccc1)/C=N/Nc1ccc2nncn2n1
→ -4	.	0	1	-31	-16	8	-1
C[C@@H]1CCCCO[C@H](CN(C)S(=O)(=O)c2ccc(F)cc2)[C@H](C)CN([C@H](C)CO)C(=O)c2cc(NC(=O)Nc3cccc4ccccc34)ccc2O1
→ 0	0	20	0	-26	3	3	3
C[C@H]1CN([C@@H](C)CO)C(=O)CCCn2cc(nn2)CO[C@@H]1CN(C)C(=O)Nc1ccc2c(c1)OCO2
→ -7&-24&-6	6&0&-16	0	2&0	9&-5&1	-2&-12	10&8	-5&4

Going on with the list:
Values in the order: PAX8 reporter	C2C12 statin	ARNT TACC3 PPI	Cneo AK release	PGC1a acetyl inh	LGR2 inh	GSIS activator	PglD inh
O=C(Nc1ccnn1C1CCN(CC2CC=CCC2)CC1)c1ccccc1Cl (stereo not drawn)
→ -16	-5	2	-2	-2	-15	7	-3
CC1(c2ccccc2)NC(=O)N(CC(=O)N2CCN(S(=O)(=O)c3ccccc3[N+](=O)[O-])CC2)C1=O (stereo not drawn)
→ 6	6	-4	0	.	-3	-6	3
COc1ccc(CNC(=O)COC(=O)C(CCSC)NC(=O)c2ccco2)cc1OC (stereo not drawn)
→ -11	2	-4	-1	.	-10	6	-1
C=CCn1c(Cc2ccc(OC)cc2)nnc1SCc1nc2ccccc2c(=O)[nH]1
→ .	-25	-2	1	1	11	-3	-2
Cc1ccc(OC(=O)c2cccc(S(=O)(=O)N(C)C)c2)c(-n2nc3ccccc3n2)c1
→ .	.	-19	-4	-1	.	.	-9
C[C@H]1CN([C@@H](C)CO)C(=O)Cc2cc(N(C)C)ccc2O[C@@H]1CN(C)S(=O)(=O)c1ccc(Cl)cc1
→ 6	19	15	-25	-2	13	8	0
Cc1ccc(S(=O)(=O)Nc2ccc3c(c2)C(=O)N([C@H](C)CO)C[C@H](C)[C@@H](CN(C)S(=O)(=O)c2cccs2)OCCCC[C@@H](C)O3)cc1
→ -12	.	-2	2	2	-11	-4	-5
CN(c1cccc(F)c1)c1cc2c(c3c1ccn3C)C1CCC2C1 (stereo not drawn)
→ 12	-7	.	0	-2	-9	.	-5
COC(=O)c1ccc(/C=N/Nc2nc(-c3ccccc3)cs2)cc1
→ -89	.	-2	3	.	-26	31	-4
Cc1ccc(N2C(=O)N3[C@H](c4ccc(F)cc4)[C@@H]4C(=O)N(C5CCCCC5)C(=O)[C@@H]4[C@]3(C)C2=O)cc1
→ .	13	4	0	4	.	.	5
CN1CCN(c2ccc(CNC(=O)c3cc4ccccc4o3)cc2)CC1
→ -7	.	6	.	.	-8	9	.
COc1cccc(S(=O)(=O)Nc2cccc(C(=O)N3CCOCC3)c2)c1
→ 4	-9	-3	3	-7	.	.	0

Retrieved by compound from the entries so far (2):
Values in the order: PAX8 reporter	C2C12 statin	ARNT TACC3 PPI	Cneo AK release	PGC1a acetyl inh	LGR2 inh	GSIS activator	PglD inh
C=CCn1c(Cc2ccc(OC)cc2)nnc1SCc1nc2ccccc2c(=O)[nH]1
→ .	-25	-2	1	1	11	-3	-2
COc1cccc(S(=O)(=O)Nc2cccc(C(=O)N3CCOCC3)c2)c1
→ 4	-9	-3	3	-7	.	.	0
